Diaph inh CS: diaphorase inhibitors and chemical oxidizers, primary screen, counter-screen for diaphorase-coupled primary assays, biochemical, uHTS, resorufin fluorescence; diaphorase resazurin-to-resorufin fluorescence, NADH, 16 min; bacterial (C. kluyveri) enzyme, not human; AID 1217, 2008; 190,000 compounds, 0.69% hits; inhibition, % at 20 µM;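 active = primary screen inhibition at 20 µM above a set limit, cut at about 50% in these data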;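 note: plate controls were DMSO with full reaction for no effect and wells lacking NADH for full effect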
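Test system: Clostridium kluyveri diaphorase enzyme / Quantity: diaphorase at 0.14 U/mL in enzyme working solution / Incubation: 16-min room-temperature incubation before reading / Benchmarks: NADH-free wells as positive control, DMSO-only neutral wells / Signal: resorufin fluorescence 544/590 nm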
TR-FRET SRC-2 ct: TR-FRET signal artefacts, primary screen, artefact control for PPARgamma SRC-2 agonist project, biochemical. TR-FRET artefact counter-screen; stronger effect = higher value. TR-FRET ratio at 8 µM. 200,000 compounds, 0.4% hits. AID 1049, 2008; in the data active = TR-FRET ratio above about 2000; note: inactives centre near 1500
PMI act satM6P: human PMI activators, high substrate, primary screen, biochemical, fluorescence intensity, near-saturating mannose 6-phosphate; activation factor at 20 µM; coupled PMI enzyme assay, resazurin fluorescence, 20 min; stronger effect = higher value; 1 = untreated enzyme, 0 = substrate-free blank; Mannose-6-phosphate isomerase (Homo sapiens), P34949; 190,000 compounds, 0.34% hits;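 active = activation factor of 2 or more at 20 µM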
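assay system = human phosphomannose isomerase with PGI, G6PDH, diaphorase coupling enzymes | quantity = 15 ng/mL PMI | incubation = enzyme reaction with compound 20 min at room temperature | medium = HEPES pH 7.4 buffer with MgCl2 and Tween-20 | compound dosing = one concentration, 20 µM, in 1% DMSO | measured by = Diaphorase-driven resazurin-to-resorufin fluorescence, excitation 544, emission 590 nm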
PPARg SRC-1 ag: PPARgamma agonists recruiting SRC-1 coactivator, primary screen, biochemical; Peroxisome proliferator-activated receptor gamma (Homo sapiens), P37231; PPARgamma-SRC-1 coactivator recruitment biochemical assay; activation, % at 8 µM; 200,000 compounds, 0.41% hits; in the data active = activation above about 19%;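 note: 0% = DMSO and 100% = reference agonist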
Target sequence (P37231 whole entry, looked up): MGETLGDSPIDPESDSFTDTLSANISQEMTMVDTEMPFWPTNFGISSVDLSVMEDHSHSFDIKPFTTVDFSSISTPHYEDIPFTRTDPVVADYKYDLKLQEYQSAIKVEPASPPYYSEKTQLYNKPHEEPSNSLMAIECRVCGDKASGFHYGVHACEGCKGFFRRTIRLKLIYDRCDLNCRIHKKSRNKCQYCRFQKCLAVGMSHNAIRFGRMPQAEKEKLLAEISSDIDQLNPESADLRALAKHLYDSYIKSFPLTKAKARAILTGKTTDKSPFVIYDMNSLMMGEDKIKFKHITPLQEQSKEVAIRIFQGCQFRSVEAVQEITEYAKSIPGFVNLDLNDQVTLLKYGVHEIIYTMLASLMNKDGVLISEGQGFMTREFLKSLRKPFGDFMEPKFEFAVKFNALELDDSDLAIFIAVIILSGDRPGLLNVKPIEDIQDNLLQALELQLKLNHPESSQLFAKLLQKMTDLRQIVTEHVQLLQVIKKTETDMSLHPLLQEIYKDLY
Diaphorase act: compounds boosting diaphorase resazurin reduction – biochemical, uHTS, resorufin fluorescence, counter-screen for diaphorase-coupled primary assays, primary screen; Diaphorase/resazurin coupled assay, 16 min; stronger effect = higher value; 1 = vehicle wells, 0 = NADH-free wells; activation factor at 20 µM; 190,000 compounds, 0.005% hits; AID 1229, 2008;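 active = diaphorase activity raised at least twofold by the compound at 20 µM; inactive = activation factor below 2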
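Material: Clostridium kluyveri diaphorase, purified enzyme; Quantity: enzyme 0.07 U/mL final; Medium: HEPES pH 7.4 buffer with MgCl2 and Tween 20; Dosing: single compound dose of 20 µM, 1% DMSO final; Schedule: 16 min reaction at room temperature; Measured by: red resorufin fluorescence at 544/590 nm excitation/emission.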
ROMK mod: ROMK potassium channel modulators, primary screen, cell-based, thallium flux, MLSMR library; 130,000 compounds, 2% hits; Tet-inducible ROMK, thallium flux fluorescence; actives lie on both sides; ATP-sensitive inward rectifier potassium channel 1 (Homo sapiens), P48048; B-score at 10 µM;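 active = signal ratio slope over the read window, or its plate-corrected B-score, at least 3 SD from the plate mean, either direction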;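 note: B-score of the F/F0 ratio slope over 7 to 12 s after thallium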
G6PDH counter: L. mesenteroides G6PDH inhibitors, counter-screen for G6PDH-coupled screening assays, biochemical, Leuconostoc mesenteroides enzyme; Purified L. mesenteroides G6PDH, diaphorase/resazurin coupled fluorescence, 45 min; inhibition, % at 5 µM; 200,000 compounds, 0.12% hits; AID 1020, 2008; in the data active = inhibition above about 50%
PMI act: activators of human PMI, primary screen, biochemical, fluorescence intensity, near-Km mannose 6-phosphate; Mannose-6-phosphate isomerase (Homo sapiens), P34949; purified human PMI, coupled resazurin fluorescence, 20 min; stronger effect = higher value; 1 = vehicle control, 0 substrate-free wells; activation factor at 20 µM; 190,000 compounds, 0.005% hits;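 active = activation factor of 2 or more at 20 µM, relative to plate controls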
PPARg SRC-2 ag: agonists of PPARg-SRC-2 recruitment, primary screen, biochemical, HTS; activation, % at 8 µM; 200,000 compounds, 0.34% hits; AID 1032, 2008; PPARgamma LBD-SRC-2 recruitment; in the data active = activation above about 22%;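 note: 0% = vehicle and 100% = reference agonist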
PPARg SRC-3 ag: PPARgamma agonists recruiting SRC-3 coactivator, primary screen, biochemical | Peroxisome proliferator-activated receptor gamma (Homo sapiens), P37231 | biochemical PPARgamma/SRC-3 coactivator recruitment assay | activation, % at 8 µM | 200,000 compounds, 0.26% hits | AID 731, 2007; in the data active = activation above about 23%;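 note: 0% = DMSO and 100% = reference agonist; some compounds past the cut are filed as inactive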
S1P3 antagonist: S1P3 receptor antagonists, primary screen, cell-based; Sphingosine 1-phosphate receptor 3 (Homo sapiens), Q99500; CHO S1P3 NFAT-BLA reporter, FRET fluorescence, antagonist mode; inhibition, % at 4.98 µM; 170,000 compounds, 0.27% hits;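 active = inhibition above the plate cutoff, the mean inhibition of test wells on that plate plus 3 SD, cut at about 28% in these data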;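 note: cells challenged with S1P at its EC80 of 0.8 µM; blue over green emission ratio from cleaved BLA substrate after 4 h stimulation; 0% = S1P-stimulated wells and 100% = unstimulated DMSO-only wells; some compounds past the cut are filed as inactive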
Target sequence (Q99500 whole entry, looked up): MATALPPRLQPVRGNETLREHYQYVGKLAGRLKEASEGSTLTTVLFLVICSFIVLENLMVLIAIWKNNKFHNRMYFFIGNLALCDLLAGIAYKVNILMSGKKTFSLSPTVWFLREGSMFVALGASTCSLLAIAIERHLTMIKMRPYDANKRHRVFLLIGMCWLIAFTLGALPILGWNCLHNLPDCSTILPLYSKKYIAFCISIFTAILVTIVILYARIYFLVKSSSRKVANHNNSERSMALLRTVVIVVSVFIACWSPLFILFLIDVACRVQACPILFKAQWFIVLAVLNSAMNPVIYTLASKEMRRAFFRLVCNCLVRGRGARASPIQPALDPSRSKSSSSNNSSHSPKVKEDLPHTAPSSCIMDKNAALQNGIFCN
Active calls of the source: *; · = no result given.

SMILES	Diaph inh CS	TR-FRET SRC-2 ct	PMI act satM6P	PPARg SRC-1 ag	Diaphorase act	ROMK mod	G6PDH counter	PMI act	PPARg SRC-2 ag	PPARg SRC-3 ag	S1P3 antagonist
CN(Cc1cn(C)nc1-c1ccccc1F)C1CCOC1 (stereo not given)	-3	1339	1	-5	1	1.3	22	1	2	2	6
Cc1ccc(NC(=O)CCC(=O)NNC(=O)NC2CCCCC2)c(C)c1	7	1645	1	6	0.9	0.24	2	1	2	3	-9
Cc1ccccc1OCC(=O)NNC(=O)C1CCCCC1C(=O)O (stereo not given)	-10	1346	1.1	-2	1.1	0.1	1	1.1	4	0	-10
COc1ccc(CCNC(=O)COC(=O)/C=C/c2cc(OC)c(OC)c(OC)c2)cc1OC	7	1686	1	4	0.9	·	3	1.1	4	0	7
Cc1ccc(CN2C(=O)C3CCCN3c3ccc(C#N)cc32)cc1 (stereo not given)	5	1578	1.4	7	0.9	-0.39	8	1.3	16	29*	·
CCOC(=O)C1=C(C)NC2=C(C(=O)C(C(=O)OCC)C(c3ccccc3OC)C2)C1c1ccccn1 (stereo not given)	18	1640	0.9	-4	0.8	·	5	1	3	-2	·
O=c1nc(N2CCCC2)nc(Nc2ccccc2)[nH]1	18	1807	0.9	7	0.8	·	5	0.9	9	8	10
O=C(N/C(=C\c1ccc([N+](=O)[O-])cc1)C(=O)N1CCOCC1)c1ccccc1	8	1518	1	1	0.9	1.2	4	1.1	4	-1	-1
CCCN1C(=O)/C(=C\C=C2/C=CN(CC)c3ccccc32)SC1=S	19	1377	0.3	-1	0.8	·	-13	0.7	-2	-1	-4
CCN(C(=O)CSc1nnc(Nc2ccccc2C)s1)C1CCS(=O)(=O)C1 (stereo not given)	15	1524	0.9	-2	0.9	0.21	-18	0.9	-5	-7	-12
COc1ccc(-n2nnc3c(SCC(=O)c4ccccc4)ncnc32)cc1	17	1471	1	6	0.8	-0.11	-1	1	-7	8	3
O=c1c(-c2nc3ccccc3s2)cccn1Cc1ccccc1	17	1562	0.9	10	0.8	·	8	0.9	5	5	·
O=C(Nc1cccc(Cl)c1)Nc1ccccc1NS(=O)(=O)c1cccs1	22	1424	0.7	2	0.8	-0.85	12	0.9	-5	-4	-12
O=C(Nc1ccc2nc3n(c(=O)c2c1)CCCC3)c1cccc([N+](=O)[O-])c1	18	1634	0.9	-7	0.8	·	-43	0.9	5	-1	-5
CCCC1(C(=O)OCC)NC(c2ccc(OC)cc2OC)C2C(=O)N(c3ccccc3)C(=O)C21 (stereo not given)	-16	1409	1	-1	1.2	-0.48	10	1.1	-4	3	·
COc1ccc(/C=N\NC(=O)C2=NNC(=O)C2C)cc1 (stereo not given)	-1	1459	1.1	-5	1	·	3	1.1	5	-6	·
N#Cc1cn(CCOC(=O)c2cccc(C(F)(F)F)c2)c(=O)[nH]c1=O	17	1565	0.9	6	0.8	-1.5	6	1	1	2	-20
OCC1OC(n2nc3ccccc3n2)C(O)C(O)C1O (stereo not given)	18	1684	0.9	-3	0.8	1.4	6	1	-4	-5	-17
CCc1cc2ccc(C)cc2nc1SCC(=O)c1ccc(NC(C)=O)cc1	30	1477	0.8	2	0.7	·	6	0.8	8	1	·
COc1cccc(/C=N/NC(=O)C(=O)NCc2cccnc2)c1OC	15	1512	1	-1	0.9	0.031	2	1	7	3	0
CCCC(=O)N1CCN(c2ccc(NC(=O)c3ccc(OCC)c([N+](=O)[O-])c3)cc2)CC1	6	1589	0.9	6	0.9	·	8	0.9	3	7	·
CCOC(=O)c1c(NC(=O)CSC(=S)N2CCOCC2)sc(C)c1C	-5	1867	1	11	1	·	-17	0.9	14	2	-6
Cc1cccc2c1nc(-c1ccccc1)n1cnnc21	-2	1504	1	2	1	·	14	1	1	-3	9
COc1ccc(C(=O)C2CCCN(Cc3cccn3-c3cccnc3)C2)cc1OC (stereo not given)	21	1539	0.8	7	0.8	·	18	0.8	0	4	7
O=C(Nc1ccc(-c2nc3ccccc3o2)cc1)c1ccc(N2C(=O)C3C4C=CC(C4)C3C2=O)cc1 (stereo not given)	-7	1720	0.9	6	1.1	0.44	-3	0.9	4	20	·

Profiles, looked up by structure. Order of values: Diaph inh CS	TR-FRET SRC-2 ct	PMI act satM6P	PPARg SRC-1 ag	Diaphorase act	ROMK mod	G6PDH counter	PMI act	PPARg SRC-2 ag	PPARg SRC-3 ag	S1P3 antagonist
`CCOC(=O)C1=C(C)NC2=C(C(=O)C(C(=O)OCC)C(c3ccccc3OC)C2)C1c1ccccn1` (stereo not given) as listed: 18	1640	0.9	-4	0.8	·	5	1	3	-2	·
`Cc1ccc(NC(=O)CCC(=O)NNC(=O)NC2CCCCC2)c(C)c1` as listed: 7	1645	1	6	0.9	0.24	2	1	2	3	-9

3 entries from above, sorted by count of non-hydrogen atoms, falling:
SMILES	Diaph inh CS	TR-FRET SRC-2 ct	PMI act satM6P	PPARg SRC-1 ag	Diaphorase act	ROMK mod	G6PDH counter	PMI act	PPARg SRC-2 ag	PPARg SRC-3 ag	S1P3 antagonist
COc1ccc(CCNC(=O)COC(=O)/C=C/c2cc(OC)c(OC)c(OC)c2)cc1OC	7	1686	1	4	0.9	·	3	1.1	4	0	7
Cc1ccc(NC(=O)CCC(=O)NNC(=O)NC2CCCCC2)c(C)c1	7	1645	1	6	0.9	0.24	2	1	2	3	-9
O=c1c(-c2nc3ccccc3s2)cccn1Cc1ccccc1	17	1562	0.9	10	0.8	·	8	0.9	5	5	·

Going on with the list.
SMILES	Diaph inh CS	TR-FRET SRC-2 ct	PMI act satM6P	PPARg SRC-1 ag	Diaphorase act	ROMK mod	G6PDH counter	PMI act	PPARg SRC-2 ag	PPARg SRC-3 ag	S1P3 antagonist
COc1ccc(/C=N/OC(=O)Nc2ccccc2)cc1[N+](=O)[O-]	17	1515	0.9	1	0.8	-0.085	-9	0.9	2	-2	-10
CC(C)CC(=O)N1CCN(C(=O)c2ccco2)CC1	3	1637	1	2	1	-0.62	-6	1.1	3	6	-8
Cc1cc(-n2c(C)cc(C(=O)COc3ccc4ccc(=O)oc4c3)c2C)no1	21	1301	0.9	-7	0.8	·	0	1	10	1	-24
O=C(N/N=C/c1ccc(OCC(=O)N2CCCCC2)cc1)c1ccccc1O	7	1420	1	9	0.9	·	-8	1.1	3	0	-12
CC1=C(C(=O)OC(C)C)C(c2ccc(N(C)C)cc2)C2=C(CC(C)(C)CC2=O)N1 (stereo not given)	16	1752	1.1	0	0.8	·	3	0.9	7	6	-28
Brc1ccccc1OCCCN1CCOCC1	22	1537	1	-1	0.8	·	2	0.9	-4	-8	28
CCCCNC(=O)CCC(=O)NNc1nc2ccccc2c2nc(-c3ccccc3)nn12	28	1579	0.9	3	0.7	0.21	4	1.1	9	7	9
COc1ccc(OC)c(S(=O)(=O)Nc2c(C)cccc2C)c1	0	1600	1	10	1	0.083	8	1	8	6	-29
Cc1ccc(NC(=O)CCC(=O)NNC(=O)COc2cccc3ccccc23)c(C)c1	6	1728	0.9	5	0.9	-0.38	4	1	6	9	·
CCC(=O)Nc1nnc(-c2ccccn2)o1	12	1624	1	10	0.9	·	-5	0.8	-1	-4	-5
CNCc1ccc(OCc2ccccc2)c(OC)c1	15	1551	0.9	2	0.9	-0.013	-26	0.9	2	-7	-22
C/C(=N/NC(=O)c1cccs1)c1ccco1	11	1557	0.9	3	0.9	·	10	0.9	3	2	2
CCC(=O)NC1(C(F)(F)F)C(=O)Nc2c1c(=O)n(C)c(=O)n2C (stereo not given)	0	1407	1.1	2	1	·	12	1	2	0	-26
COCCn1cc(C(=O)c2ccccc2OCC(=O)Nc2cc(C)on2)cc(C#N)c1=O	9	1474	1	-6	0.9	0.032	15	1	-7	-7	·
COc1cc(OC)cc(C(=O)N[C@H](C(=O)OCC(=O)N2CCc3ccccc32)C(C)C)c1	9	1499	1	-3	0.9	-0.25	-1	1	0	-6	-14
N#Cc1nc(COc2ccccc2)oc1N1CCCC1	0	1537	1	-2	1	0.63	6	1	-5	-11	·
Cc1cc(C)cc(N(CC(=O)NCc2ccco2)C(=O)CCC(=O)Nc2nccs2)c1	·	1381	·	-5	·	0.13	6	·	-6	-5	-13
CCOc1cc(CNCc2cccnc2)ccc1OCC(=O)NC(C)(C)C	-6	1583	1.2	12	1.1	-1.4	4	1.2	2	-1	1
Cc1noc(C)c1S(=O)(=O)N1CCC(C(=O)NC2CCCc3ccccc32)CC1 (stereo not given)	16	1470	1	-1	0.8	0.95	4	0.9	6	-8	·
COc1cccc(OC(=O)c2cc3ccccc3oc2=O)c1	11	1514	0.8	1	0.9	0.35	6	1	-6	4	-22
CC(/C=N/n1c(C2CCCCC2)n[nH]c1=S)=C\c1ccccc1	27	1443	0.9	0	0.7	·	-2	0.9	0	4	·
CCN(CC)C(=O)CSc1nc(C)cc(C)n1	16	1524	0.9	7	0.8	0.21	8	0.9	-7	4	6
CC(C)(C)C(=O)Nc1nc(=S)ss1	10	1538	1	3	0.9	0.28	15	0.8	5	-3	·
CCCN1CCN(C(=S)Nc2ccc3nc(N4CCN(CC)CC4)cc(C)c3c2)CC1	-8	1625	0.7	3	1.1	0.69	0	0.9	10	2	-5
CCCS(=O)(=O)N1CCN(C(=O)c2cccnc2)CC1	13	1690	0.9	-3	0.9	0.24	0	0.8	-5	-1	1

5 compounds from above, sorted by their value in S1P3 antagonist, smallest number first:
SMILES	S1P3 antagonist
CNCc1ccc(OCc2ccccc2)c(OC)c1	-22
COc1cc(OC)cc(C(=O)N[C@H](C(=O)OCC(=O)N2CCc3ccccc32)C(C)C)c1	-14
CCCN1CCN(C(=S)Nc2ccc3nc(N4CCN(CC)CC4)cc(C)c3c2)CC1	-5
CCOc1cc(CNCc2cccnc2)ccc1OCC(=O)NC(C)(C)C	1
Brc1ccccc1OCCCN1CCOCC1	28
